Screens (PubChem BioAssay)
Siah-1 displacement: Siah-1 peptide-binding antagonists, primary screen, biochemical, fluorescence polarization, rhodamine-plectin, uHTS (AID 1817) | actives 0.02% (n = 290,000) | displacement, % at 20 µM; hits with a dose series show IC50 in µM | Siah-1 / rhodamine-plectin peptide fluorescence polarization; higher % means a stronger effect;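 active = displacement of at least 50% at 20 µM, with a fluorescence ratio check between 0.3 and a set limit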;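 note: plate controls were Siah plus tracer with DMSO for no effect and tracer alone without Siah for full effect; strong numbers were not always called active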
PhoP inhibition: inhibitors of PhoP regulon expression, primary screen, Salmonella Typhimurium, GFP reporter (AID 1863); S. Typhimurium PhoP-regulated promoter GFP reporter, 4 h; higher % means a stronger effect; inhibition, % at 50 µM, or IC50 in µM where a hit was titrated; actives 0.16% (n = 300,000);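 active = inhibition over 29.93%, a cutoff 3 SD above the screen mean, later confirmed by dose response; inconclusive = inhibition over 29.93% but no dose response follow-up; inactive = inhibition at most 29.93% or unconfirmed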;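 note: 0% = low Mg2+ inducing control and 100% = high Mg2+ repressing control; strong numbers were not always called active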
ER stress rescue: rescue of cells from ER stress-induced death, primary screen, 384-well, CSM14.1, thapsigargin, ATP luminescence (AID 1222). CSM14.1 thapsigargin-induced death rescue, ATP luminescence; higher % means a stronger effect. one-dose cellular ATP content (survival), % at 20 µM; EC50 in µM for titrated hits. 190,000 tested, under 10 active;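 active = EC50 below 50 µM in the dose-response confirmation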;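 note: death triggered by thapsigargin at about 15 µM added after 2 h compound pretreatment; cell ATP read after overnight thapsigargin exposure of roughly 18 to 22 hours; normalized against plate controls of thapsigargin alone and 5% DMSO vehicle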
PMI inhibition: human PMI inhibitors, high substrate, primary screen, biochemical, fluorescence intensity, high mannose 6-phosphate (AID 1220) | inhibition, % at 20 µM; hits with a dose series show IC50 in µM | Mannose-6-phosphate isomerase (Homo sapiens) | recombinant PMI enzyme, coupled fluorescence intensity; higher % means a stronger effect | actives 0.66% (n = 190,000); in the data active = inhibition above about 50%
P. falciparum M1AAP: P. falciparum M1AAP inhibitors, biochemical, fluorogenic H-Leu-NHMec substrate, 1536-well (AID 1445); Aminopeptidase N (Plasmodium falciparum (isolate 3D7)); recombinant M1AAP, H-Leu-NHMec fluorogenic kinetic assay; higher % means a stronger effect; one-dose inhibition, % at 30 µM; IC50 in µM for titrated hits; actives 0.42% (n = 220,000);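 active = primary inhibition above the hit cutoff, then over 50% inhibition at one or more dose response concentrations, cut at about 23% in these data, passing the limit was not always enough; inconclusive = conflicting primary data, or primary hits not chosen for dose response; inactive = low primary inhibition, or under 50% at every dose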;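 note: plate controls were DMSO full reaction for no effect and no enzyme background for full effect; strong numbers were not always called active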
P. falciparum M17LAP: P. falciparum M17LAP inhibitors, primary screen, biochemical, fluorogenic H-Leu-NHMec substrate, 1536-well (AID 1619); one-dose inhibition, % at 30 µM; IC50 in µM for titrated hits; recombinant M17LAP, H-Leu-NHMec fluorogenic kinetic assay; higher % means a stronger effect; Leucine aminopeptidase (Plasmodium falciparum (isolate 3D7)); actives 0.38% (n = 220,000);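 active = compound inhibiting the enzyme by more than half at any dose during confirmatory dose-response retesting; inconclusive = strong single-dose inhibitors picked by rank but not retested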;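 note: plate controls were full reaction with DMSO carrier for no effect and no enzyme background for full effect; strong numbers were not always called active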
West Nile antiviral: West Nile virus antiviral activity, cell-based, CPE readout (AID 1621) | West Nile virus-infected cells, CPE inhibition; higher % means a stronger effect | CPE inhibition, % at 10 µM; hits with a dose series show IC50 in µM | actives 0.02% (n = 290,000); in the data active = a potency from the dose series; inconclusive = CPE inhibition mostly from about 3.7% at the one dose, without a potency; inactive = the rest, 99 in 100 with CPE inhibition below about 2.2%; note: strong numbers were not always called active
XIAP displacement: XIAP antagonists, biochemical, IAP family, fluorescence polarization (AID 1018). displacement, % at 20 µM; hits with a dose series show IC50 in µM. actives 0.007% (n = 200,000). XIAP BIR domain, fluorescence polarization peptide displacement; higher % means a stronger effect. E3 ubiquitin-protein ligase XIAP (Homo sapiens); in the data active = displacement above about 50%; note: a part of the inactive calls stands beside numbers as strong as those of hits
Yfh1-depleted yeast: enhancers of respiration in Yfh1-depleted yeast, dose response, Friedreich's ataxia, plus single-dose screen (AID 1465) | S. cerevisiae Yfh1-off respiration, WST-1 reduction, 72 h; higher fold induction means a stronger effect | fold induction at 50 µM; hits with a dose series show EC50 in µM | actives 0.074% (n = 220,000);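 active = fold induction of absorbance versus untreated yeast above a set limit, then at least 30% activation at any dose in follow-up; inconclusive = repeats straddling the limit, or above it without dose testing; inactive = fold induction below the set limit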;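 note: activators that raise dye reduction in frataxin-depleted yeast; strong numbers were not always called active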
An asterisk follows results filed as active; i = inactive; ? = inconclusive; . = no result given. The order is random; 1.6% or so of the library scored in one or more.

SMILES | Siah-1 displacement | PhoP inhibition | ER stress rescue | PMI inhibition | P. falciparum M1AAP | P. falciparum M17LAP | West Nile antiviral | XIAP displacement | Yfh1-depleted yeast
FC(F)(F)c1cccc(Cc2noc(CN3CCC(N4CCCCC4)CC3)n2)c1 | -3.4% | -0.6% | -1.1% | 7.1% | -0.1% | 6.2% | -0.2% | 1.7% | i
Cn1c(N2C(=O)CC(Cc3ccccc3)C2=O)nc2ccccc21 (stereo unspecified) | 3.5% | -6.9% | 0.9% | -8.3% | 9.9% | 13.3% | 0.4% | -2.5% | i
CC1CCN(CCC(=O)Nc2ccc(Cl)cc2)CC1 | -3.8% | 1.3% | -2.2% | -6.5% | -0.8% | -4.5% | -0.4% | -9.4% | i
COc1ccccc1C(=O)N/C(=C\c1ccc(Br)cc1)C(=O)NCCCO | 1.4% | 2.4% | 0.8% | -2.1% | 2.0% | 10.1% | -0.6% | -5.1% | i
CC(C)C(NC(=O)CC12CC3CC(CC(C3)C1)C2)C(=O)O (stereo unspecified) | 4.3% | 6.0% | 0.6% | 6.9% | -2.4% | 10.1% | . | -21.9% | .
CC1CCCCN1C(=S)NC(=O)c1cccs1 (stereo unspecified) | 11.6% | -5.0% | . | . | 13.7% | 9.8% | 0.1% | . | i
Nc1c(C(=O)NCc2ccc(F)cc2)c2nc3ccccc3nc2n1CCCN1CCOCC1 | 2.1% | 3.9% | -0.8% | 13.4% | 2.3% | -1.4% | 2.1% | -4.9% | i
CC1CN(C(=O)c2cccs2)CCN1C(=O)c1cccs1 (stereo unspecified) | -2.0% | 10.9% | -1.1% | 5.0% | -2.5% | 0.2% | -0.4% | 0.3% | i
CCN(CC(=O)Nc1ccccc1OC)CC(=O)Nc1sccc1C#N | 5.6% | -0.1% | . | 1.8% | 6.5% | 2.0% | -1.2% | -2.0% | i
S=C1NC2CCCCC2N1 (stereo unspecified) | 0.4% | -5.1% | -0.6% | -4.7% | 1.2% | -6.9% | 0.4% | -4.2% | i
CC(C)N(C(=O)CSc1nn2c(=O)c(C(C)(C)C)nnc2s1)c1ccccc1 | -0.6% | 28.6% | -1.3% | 8.9% | -2.2% | -7.6% | 0.4% | -5.3% | i
Cc1ccc(C(=O)C(C)N(C(=O)c2ccc(Cl)cc2Cl)N2C(=O)CCCC2=O)cc1 (stereo unspecified) | 0.2% | -5.7% | -1.3% | -1.7% | 6.2% | 4.9% | 0.1% | -5.6% | i
CCN(CC)S(=O)(=O)c1ccc(NC(=O)C2COc3ccccc3O2)cc1 (stereo unspecified) | -0.3% | -1.5% | -0.7% | 1.0% | 20.0% | 12.5% | 0.8% | -4.8% | i
CCc1nc(SCC(=O)N2CCC(Cc3ccccc3)CC2)c2c(=O)n(C)c(=O)n(C)c2n1 | -2.5% | -9.6% | -0.3% | 21.8% | 1.5% | 6.2% | 0.1% | -6.6% | i
O=C(COc1cccc(Cl)c1)NNC(=S)Nc1ccccc1 | 2.3% | 4.2% | 0.1% | 14.6% | -14.5% | 18.0% | -0.6% | -4.5% | i
Cc1c(NC(=O)CN2CCN(c3ccc(F)cc3)CC2)c(=O)n(-c2ccccc2)n1C | 4.5% | 8.9% | 0.1% | 5.8% | 0.6% | -7.9% | -0.4% | -5.8% | i
CC(C)C(=O)c1cn(CC(=O)O)c2ccccc12 | -3.0% | 3.4% | -2.0% | -29.4% | -6.8% | 8.7% | 0.1% | -8.8% | i
N#Cc1c(N)nc2c(c1-c1cccc(O)c1)CCCCCC2 | 3.5% | 0.8% | -3.9% | 12.2% | 6.5% | -4.1% | . | 0.1% | .
COc1ccc(N2C(=O)CC(N(Cc3ccco3)C(=O)CCC(=O)O)C2=O)cc1 (stereo unspecified) | -0.1% | 0.1% | -0.6% | -2.6% | -1.0% | 6.3% | -0.1% | -5.6% | i
CCOc1nc(NCc2ccco2)nc(Nc2ccccc2F)n1 | 4.1% | 3.5% | 1.5% | 9.0% | 8.8% | -0.8% | -0.2% | 0.7% | i
CC(CNCC1CCCO1)COc1cccc2ccccc12 (stereo unspecified) | 3.5% | 16.6% | -0.8% | 11.9% | 8.1% | 0.0% | -0.1% | -1.5% | i
CCOC(=O)CCC(=O)Nc1ccc([N+](=O)[O-])cc1C | 10.6% | 6.3% | -1.4% | 3.0% | -6.8% | 29.6% | 0.6% | -9.3% | i
Cc1ccc(C(C#N)c2ccc3c(C(F)(F)F)cc(C(F)(F)F)nc3n2)cc1 (stereo unspecified) | 2.1% | 27.0% | -1.7% | 10.5% | -4.7% | 2.2% | -0.3% | -5.9% | i
O=C(/C(=C/O)N=Nc1ccccc1)c1ccco1 | -9.1% | 7.2% | -0.7% | 31.2% | 21.9% | 18.4% | -0.1% | -8.3% | i
c1ccc2[nH]c(CSc3nc4ccccc4o3)nc2c1 | -0.8% | 10.4% | -2.4% | 5.0% | 0.7% | -10.6% | -0.8% | -5.4% | i
COc1ccc(NC(=O)N/C=C/c2ccc(Cl)cc2)cc1 | -3.8% | 1.7% | 0.8% | -47.2% | 7.8% | 21.6% | 1.2% | -3.4% | i
Cc1cc2n(n1)C(c1ccc(O)cc1)Nc1ccccc1-2 (stereo unspecified) | -3.9% | 7.3% | -1.3% | -9.4% | 2.5% | -4.6% | -0.1% | 66.8% | i
CC(=O)Nc1ccc(S(=O)(=O)Nc2nccc(/C=C/c3ccccc3F)n2)cc1 | 1.4% | 1.4% | 0.7% | 19.1% | 13.2% | 8.0% | 0.1% | -4.3% | i
CC1CCN(CC(=O)n2c3c(c4ccccc42)CCCC3)CC1 | 6.4% | 2.8% | 1.9% | 1.5% | -2.7% | -8.8% | -0.5% | -3.7% | i
Cc1cc(C)cc(N(C(=O)Cn2nnc(-c3ccccc3)n2)C(C(=O)NC2CCCCC2)c2ccccn2)c1 (stereo unspecified) | -1.1% | 0.4% | -2.7% | -5.5% | 4.3% | 5.6% | . | -11.3% | .
O=C(CSc1nnc2sc3ccccc3n12)N1CCN(c2ccccc2)CC1 | 2.4% | -9.9% | 0.9% | 4.5% | 4.5% | -3.5% | 1.3% | -1.6% | i
O=C1c2cccc3cccc(c23)C(=O)N1CC1CCN(S(=O)(=O)c2ccc(F)cc2)CC1 | 4.5% | -12.5% | -1.5% | -1.3% | 1.3% | -3.2% | -1.4% | -6.7% | i
COc1cccc(C(=O)CSc2nnc(CNS(=O)(=O)c3ccc(C)cc3)n2C)c1 | 3.4% | -4.1% | -2.8% | -14.8% | 2.0% | -2.6% | -0.1% | 1.2% | i
CCn1cnc2sc(C(=O)O)c(C)c2c1=O | -2.0% | -6.7% | . | -10.0% | 4.8% | 4.5% | 0.7% | -7.6% | i
Cc1c(N=Nc2c(-c3ccc([N+](=O)[O-])cc3)[nH]n(C(N)=S)c2=O)cccc1[N+](=O)[O-] | 42.8% | 0.6% | 0.1% | -3.6% | 13.7% | 24.4% | -0.8% | -1.1% | ?
COc1ccc(NC(C)=O)cc1NC(=O)CCn1c(=O)sc2ccccc21 | 8.8% | 1.2% | -4.6% | -11.1% | 7.1% | 15.0% | 0.3% | -6.5% | i
C/C(CC(=O)NCc1ccco1)=N\NC(=O)CC#N | 5.7% | -2.7% | -0.2% | 4.5% | -0.3% | -5.6% | 0.6% | -4.0% | i
Cc1ccc(NC(=O)CCC(=O)NCCO)cc1 | 3.0% | 7.5% | 0.0% | 1.2% | 5.5% | -9.9% | -0.3% | -2.2% | i
COc1cc(C(=S)N2CCCC2)cc(OC)c1OC | 2.8% | -0.9% | 1.1% | 13.4% | 1.9% | 3.7% | 0.5% | -2.3% | i
CCOC(=O)c1c(-c2ccccc2)csc1NC(=O)CSc1ccccc1 | -2.2% | -28.1% | 0.6% | 0.4% | -0.1% | -0.1% | -1.4% | -7.5% | i
Cc1ncc(CO)c(/C=N/NC(=O)c2ccccc2Br)c1O | 2.7% | 12.3% | -0.8% | -7.8% | 2.4% | -53.2% | 0.3% | -1.9% | i
Cc1ccc(C2NC(c3ccc(C)cc3)C([N+](=O)[O-])C(C)(C)C2[N+](=O)[O-])cc1 (stereo unspecified) | 6.6% | -11.5% | 0.9% | 8.8% | 1.9% | -7.8% | -0.9% | -6.6% | i
O=C(COC(=O)CCNS(=O)(=O)c1ccc(Cl)cc1)NCc1ccco1 | 0.8% | -0.8% | 0.6% | 12.7% | 5.3% | -0.4% | . | -4.8% | .
COC(=O)c1ccc(NC(=O)CSc2nc(=O)cc(N)n2-c2ccccc2)cc1 | 2.8% | 5.2% | -1.1% | -2.3% | 6.6% | 6.3% | 0.1% | -5.5% | i
O=C(Nc1ccc2c(c1)CCC2)c1cccs1 | 5.5% | 8.2% | -2.6% | 7.9% | 6.2% | 2.7% | -0.9% | -3.2% | i
CCc1cc(C(=O)N2CCCC(CNS(=O)(=O)c3cccs3)C2)n(C)n1 (stereo unspecified) | -3.4% | -0.2% | 1.7% | -6.6% | 3.5% | -11.5% | -0.6% | -7.0% | i
Cc1nc2cc(Cl)c([N+](=O)[O-])cc2s1 | 6.5% | 9.4% | 1.3% | 1.1% | 1.9% | 5.5% | -0.7% | -3.6% | i
Cc1ccc(-c2nnn(CC(=O)Nc3nnc(C(C)C)s3)n2)cc1 | 3.0% | 9.3% | 0.9% | 17.0% | 3.9% | 0.7% | 0.5% | -9.4% | i
CC(C)(C)C1CCC2(CC1)C(Nc1cccc(C(F)(F)F)c1)=NC(=S)N2CC#N (stereo unspecified) | 7.6% | 3.6% | -0.7% | -2.3% | -6.0% | -0.9% | -0.4% | -10.8% | i
O=C(Nc1cccc(S(=O)(=O)N2CCCC2)c1)c1ccc2ccccc2n1 | 1.9% | -2.7% | -0.7% | 14.8% | 1.6% | -1.1% | 0.4% | -17.5% | i
CO/N=C(\Cn1ncc(NC2CCCCC2)c(Br)c1=O)c1ccc(Cl)cc1 | -0.4% | -6.0% | 3.1% | 1.3% | 2.8% | -5.3% | -0.5% | -5.4% | i
N#CC1=C(N)NC(SCc2ccc(F)cc2)=C(C#N)C12CCCCC2 | -0.4% | 15.8% | -3.0% | 12.0% | 4.8% | 5.3% | 0.0% | -5.1% | i
